Bioassay records as filed in PubChem.
aGlu spleen mod – inhibits or activates alpha-glucosidase in human spleen homogenate; human spleen homogenate, 4-MU-alpha-glucoside fluorescence; P10253; actives 0.006% (n = 240,000); AID 2112; Potency, µM (titrated, usually from 79.9 µM), for inactives: top-dose activity change, negative = inhibition, most hits filed as inhibitors;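 note: 0% = enzyme with vehicle and -100% = no enzyme basal signal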
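Enzyme source: human spleen homogenate, 1 ug/well. Buffer 50 mM citric acid/K phosphate pH 5.0, 0.01% Tween-20. 4-MU-alpha-glucoside 1 mM; 37 C x 40 min; NaOH/glycine stop; fluorescence.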
HTT ATP protect – Huntington cell model cytoprotection by ATP luminescence. Potency, µM (titrated, usually from 56.4 µM), inactives show cytoprotection (ATP increase), most hits filed as activators. AID 1471. actives 0.14% (n = 230,000). PC12 HTT-Q103 induced, cytoprotection, ATP luminescence, 40 h;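 note: % of control where 0% means no effect; nearly all actives have a fitted effect of over 45% in size; toxic huntingtin expression switched on by the ecdysone agonist tebufenozide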
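Quantitative HTS on tebufenozide-induced (100 nM) PC12 cells expressing HTTQ103 exon 1–GFP; compounds tested as a concentration series; survival measured via cellular ATP.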
GAA inhib – blocks human lysosomal alpha-glucosidase; Potency, µM (doses to about 76.9 µM), inactives show at the top dose activity change, negative = inhibition, usual class: inhibitors; purified human GAA, 4-MU-alpha-glucoside fluorescence; actives 0.005% (n = 200,000); P10253; AID 1466;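 note: plate controls were uninhibited enzyme wells for no effect and no-enzyme background for full effect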
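Read-out is 4-methylumbelliferone fluorescence (Ex 365/Em 440 nm) after NaOH/glycine stop at pH 10. Enzyme 4 nM, substrate 400 uM, pH 5.0 citrate buffer, 20 min room temperature; AC50 from Hill-equation concentration-response.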
Tau FP inhib – tau fibrillization inhibition (FP) | P10636 | K18 P301L tau heparin fibrillization, Alexa594 FP, 6 h | Potency, µM (highest dose often 57.7 µM), for inactives: top-dose activity, negative = inhibition, usual class: inhibitors | actives 0.39% (n = 280,000); note: % is set by controls: 0 for no effect and ±100 for the full control effect; nearly all actives have a fitted effect of over 55% in size
Target sequence (P10636 561-689 P618L limits assumed): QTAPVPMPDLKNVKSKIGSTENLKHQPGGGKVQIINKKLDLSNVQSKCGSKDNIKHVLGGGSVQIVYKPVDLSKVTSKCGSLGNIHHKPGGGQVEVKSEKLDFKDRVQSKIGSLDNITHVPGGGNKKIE
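Steps: dispense K18 P301L tau (15 uM plus 0.24 uM Alexa 594 tracer, final) in pH 7 sodium acetate; add compound; add heparin (20 uM final); incubate 6 hr, 37 C; add ThT (30 uM final); after 1 hr ambient, read FP.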
GAA glycogen – GAA glycogen-cleavage inhibition or activation; recombinant GAA, glycogen substrate, Amplex Red glucose oxidase fluorescence; Potency, µM (top dose mostly 76.4 µM), without a hit: top-dose activity change, negative = inhibition, usual class: inhibitors; P10253; actives 0.38% (n = 300,000);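 note: 0% = full enzyme reaction and -100% = no-enzyme basal signal; the screen sought inhibitors and activators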
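Natural-substrate format: glycogen cleavage by 4 nM human enzyme, glucose read by Amplex Red coupling (Ex 573, Em 610 nm). Normalized to enzyme and no-enzyme controls.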
GLA spleen mod – inhibits or activates alpha-galactosidase in human spleen homogenate; P06280; human spleen homogenate, 4MU-alpha-Gal fluorescence, 40 min; actives 0.008% (n = 240,000); AID 2107; Potency, µM (top dose mostly 80 µM), without a hit: top-dose activity change, negative = inhibition, usual class: inhibitors;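 note: 0% = enzyme with vehicle and -100% = no enzyme basal signal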
Target sequence (P06280 32-429 limits assumed): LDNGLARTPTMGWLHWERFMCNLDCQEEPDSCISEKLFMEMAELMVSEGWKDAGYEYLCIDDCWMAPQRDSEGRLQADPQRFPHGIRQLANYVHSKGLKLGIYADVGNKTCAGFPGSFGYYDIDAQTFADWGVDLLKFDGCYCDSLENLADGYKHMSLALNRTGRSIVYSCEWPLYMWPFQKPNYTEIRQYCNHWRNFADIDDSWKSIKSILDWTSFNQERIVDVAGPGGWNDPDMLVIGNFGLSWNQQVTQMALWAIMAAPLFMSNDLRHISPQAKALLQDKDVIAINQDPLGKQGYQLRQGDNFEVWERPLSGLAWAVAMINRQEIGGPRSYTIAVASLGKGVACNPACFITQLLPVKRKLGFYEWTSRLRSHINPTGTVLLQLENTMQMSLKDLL
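Human spleen homogenate (1 ug) was the enzyme source, with 4-methylumbelliferyl-alpha-D-galactopyranoside (1 mM final) in pH 5.0 citrate buffer with 0.01% Tween-20. Compounds were titrated; after 40 min at 37C, NaOH/glycine stop, 4-MU fluorescence read; AC50 from Hill fits.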
Tau ThT inhib – tau fibrillization inhibition (ThT binding); P10636; recombinant tau K18 P301L, heparin-induced fibrillization, ThT fluorescence; Potency, µM (doses to about 57.4 µM), for inactives: at the top dose activity, negative = inhibition, actives largely listed as inhibitors; actives 2.1% (n = 270,000); note: % is set by controls: 0 for no effect and ±100 for the full control effect; nearly all actives have a fitted effect of over 55% in size
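In this qHTS, human K18 P301L tau is incubated with compound and heparin for 6 hr at 37 C, and Thioflavin T fluorescence then reports fibril load.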
Tau fluor counter – counter-screen for tau fibril formation inhibitors; tau K18 P301L (four-repeat tau fragment) Alexa594 fluorescence, heparin fibrillization; Potency, µM (doses to about 57.7 µM), for inactives: at the highest dose activity change, negative = decrease; actives 0.93% (n = 280,000); note: % is set by controls: 0 for no effect and ±100 for the full control effect; nearly all actives have a fitted effect of over 55% in size
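Human K18 P301L tau (15 uM unlabeled plus 0.24 uM Alexa 594-labeled, final) in 100 mM sodium acetate pH 7 was mixed with compound and 20 uM heparin and incubated 6 hr at 37 C.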
* = called active by the depositor; [ ] = another dose, or the depositor's remark. Calls come from the whole dose curve; as a rule, active = well fitted curve in the direction sought with a large enough effect; inconclusive = small, poorly fitted or top-dose-only effect, or another doubt; inactive = no such curve, though single readings can be large; an effect the other way counts as inactive or inconclusive. Potency is the fitted concentration of half-maximal effect.

CC(C)Cn1c(-c2csc3ccccc23)n[nH]c1=S was read as aGlu spleen mod -2%, HTT ATP protect 0%, GAA inhib 1%, Tau FP inhib -4%, GAA glycogen -30%, GLA spleen mod 0%, Tau ThT inhib -12% and Tau fluor counter -22%.
N#Cc1c2n(c(=S)n(-c3ccccn3)c1=O)CCCCC2 was read as aGlu spleen mod -10%, HTT ATP protect -1%[1.9 µM], GAA inhib 1%, Tau FP inhib -1%, GAA glycogen -13%, GLA spleen mod 0%, Tau ThT inhib -18% and Tau fluor counter -6%.
`O=C(COC(=O)C1CCN(S(=O)(=O)c2cc([N+](=O)[O-])ccc2Cl)CC1)Nc1ncc(Cl)cc1Cl` gave aGlu spleen mod -17%, HTT ATP protect -18%, GAA inhib -4%, Tau FP inhib -3%, GAA glycogen 5%, GLA spleen mod 10%, Tau ThT inhib inconclusive and Tau fluor counter inconclusive.
Screening COCC(C)n1c(C)cc(C(=O)CN2C(=O)NC3(CCCCC3C)C2=O)c1C (stereo unspecified) returned aGlu spleen mod 7%, HTT ATP protect -7%, GAA inhib 3%, Tau FP inhib 3%, GAA glycogen -1%, GLA spleen mod 21%, Tau ThT inhib -1% and Tau fluor counter 0%.
Screening Cc1ccc(NC(=O)C(=O)c2cc(C)n(-c3ccc(F)cc3)c2C)cc1C returned Tau FP inhib 7%, GAA glycogen 7%[76.3 µM], Tau ThT inhib 9% and Tau fluor counter 4%.
`CCN(Cc1ccccc1)S(=O)(=O)c1ccc(C(=O)N2CCN(c3nc4ccccc4s3)CC2)cc1` gave aGlu spleen mod -1%, HTT ATP protect inconclusive, GAA inhib inconclusive, Tau FP inhib 6%, GAA glycogen 1%, GLA spleen mod -1%, Tau ThT inhib -9% and Tau fluor counter -8%.
`COc1ccc(C2=CC(c3ccc(OC)c(OC)c3)n3nnnc3N2)c(OC)c1` (stereo unspecified) gave aGlu spleen mod 4%, HTT ATP protect -8%[0.074 µM], GAA inhib 5%, Tau FP inhib -4%, GAA glycogen -21%, GLA spleen mod 2%, Tau ThT inhib inconclusive and Tau fluor counter -18%.
For CC(C)CN(C)C(=O)CCc1nnc(Cc2cccc(C(F)(F)F)c2)o1 the results were aGlu spleen mod -17%, HTT ATP protect -3%[10 µM], GAA inhib -7%, Tau FP inhib 10%, GAA glycogen 18%, GLA spleen mod -6%, Tau ThT inhib -2% and Tau fluor counter 1%.
For CC(=O)N1CCN(c2c(F)c(F)c(C(F)(F)F)c(F)c2F)CC1 the results were aGlu spleen mod -6%, HTT ATP protect 15%[10 µM], GAA inhib 5%, Tau FP inhib 8%, GAA glycogen 8%, GLA spleen mod -5%, Tau ThT inhib 11% and Tau fluor counter 11%.
Screening COC(=O)c1cc(C(=O)NCCN2C(=O)S/C(=C\c3cccs3)C2=O)cc([N+](=O)[O-])c1 returned aGlu spleen mod -5%, HTT ATP protect 16%[10 µM], GAA inhib 5%, Tau FP inhib 7%, GAA glycogen 7%, GLA spleen mod -5%, Tau ThT inhib -2% and Tau fluor counter -6%.
For CCCOC(=O)c1cccc(Nc2nc(-c3cccnc3)nc3ccccc23)c1 the results were aGlu spleen mod -20%, HTT ATP protect 18%[10 µM], GAA inhib 1%, Tau FP inhib inconclusive, GAA glycogen -1%, GLA spleen mod -7%, Tau ThT inhib -18% and Tau fluor counter inconclusive.
Screening COc1ccc(OC)c(C2C(C#N)=C(N)Oc3cc(C)[nH]c(=O)c32)c1 (stereo unspecified) returned aGlu spleen mod -4%, HTT ATP protect -29%, GAA inhib 7%, Tau FP inhib 1%, GAA glycogen 5%, GLA spleen mod 1%, Tau ThT inhib 1% and Tau fluor counter 4%.
`CC(=O)c1ccc(NC(=O)CC2Nc3cc(C)c(C)cc3NC2=O)cc1` (stereo unspecified) gave Tau FP inhib 4%, GAA glycogen inconclusive, Tau ThT inhib inconclusive and Tau fluor counter inconclusive.
`CC(Oc1ccc(Cl)cc1Cl)C(=O)NN=C1CCN(C)CC1` (stereo unspecified) gave aGlu spleen mod -8%, GAA inhib 5%, Tau FP inhib -9%, GAA glycogen -1%, GLA spleen mod -1%, Tau ThT inhib -6% and Tau fluor counter -3%.
`COc1ccc(C2CC(=O)NC3=C2C(=O)CCC3)cc1Cl` (stereo unspecified) gave aGlu spleen mod -9%, HTT ATP protect -19%, GAA inhib 1%, Tau FP inhib -3%, GAA glycogen -4%, GLA spleen mod -2%, Tau ThT inhib -1% and Tau fluor counter 3%.
COc1cccc(C(=O)NNC(=O)c2sccc2-n2cccc2)c1 was read as aGlu spleen mod 0%, HTT ATP protect -85%, GAA inhib -2%, Tau FP inhib -6%, GAA glycogen inconclusive, GLA spleen mod 0%, Tau ThT inhib -3% and Tau fluor counter -3%.
`O=C(NNc1nc2ccccc2nc1C(F)(F)F)c1ccccc1` gave aGlu spleen mod -18%, HTT ATP protect -8%, GAA inhib -4%, Tau FP inhib 2%, GAA glycogen 11µM*, GLA spleen mod -8%, Tau ThT inhib -10% and Tau fluor counter -2%.
COC(=O)c1ccc2nc(C)cc(Nc3cccc(Cl)c3C)c2c1 was read as Tau FP inhib -7%, GAA glycogen 1%[76.3 µM], Tau ThT inhib -3% and Tau fluor counter -10%.
C=C(C)CNC(=S)N/N=C/c1ccc(NC(C)=O)cc1 was read as aGlu spleen mod 2%, HTT ATP protect 11%, GAA inhib -14%, Tau FP inhib -2%, GAA glycogen -4%, GLA spleen mod 10%, Tau ThT inhib -3% and Tau fluor counter -1%.
For CCCC(=O)Nc1ccccc1N1CCN(C(=O)C(C)C)CC1 the results were aGlu spleen mod -14%, HTT ATP protect -16%[10 µM], GAA inhib -4%, Tau FP inhib -1%, GAA glycogen -1%, GLA spleen mod inconclusive, Tau ThT inhib 5% and Tau fluor counter 5%.
Cc1ccc(NC(=O)N2CCC(c3nc4c(nnn4Cc4c(F)cccc4Cl)c(=O)[nH]3)CC2)cc1 was read as aGlu spleen mod -4%, HTT ATP protect -1%, GAA inhib -1%, Tau FP inhib -2%, GAA glycogen -13%, GLA spleen mod -5%, Tau ThT inhib -16% and Tau fluor counter -19%.
Screening COc1ccc(-n2c(O)c(/C=N/NS(=O)(=O)c3cc(C)ccc3C)c3ccccc3c2=O)cc1OC returned aGlu spleen mod 1%, HTT ATP protect 4%[10 µM], GAA inhib 2%, Tau FP inhib 5%, GAA glycogen -3%, GLA spleen mod 1%, Tau ThT inhib inconclusive and Tau fluor counter -15%.
O=C1COc2ccc(C(=O)c3ccccc3)cc2CN1 was read as aGlu spleen mod -2%, HTT ATP protect -10%[0.074 µM], GAA inhib -9%, Tau FP inhib 2%, GAA glycogen -1%, GLA spleen mod 0%, Tau ThT inhib 4% and Tau fluor counter 0%.
Cc1ccc([N+](=O)[O-])cc1N(CC(=O)NC1CCCC1)S(C)(=O)=O was read as aGlu spleen mod -2%, GAA inhib -3%, Tau FP inhib -4%, GAA glycogen 2%, GLA spleen mod 5%, Tau ThT inhib 2% and Tau fluor counter 0%.

Sorted by length of the SMILES (falling): some entries from above
Screening COc1ccc(-n2c(O)c(/C=N/NS(=O)(=O)c3cc(C)ccc3C)c3ccccc3c2=O)cc1OC returned aGlu spleen mod 1%, HTT ATP protect 4%[10 µM], GAA inhib 2%, Tau FP inhib 5%, GAA glycogen -3%, GLA spleen mod 1%, Tau ThT inhib inconclusive and Tau fluor counter -15%.
Cc1ccc([N+](=O)[O-])cc1N(CC(=O)NC1CCCC1)S(C)(=O)=O was read as aGlu spleen mod -2%, GAA inhib -3%, Tau FP inhib -4%, GAA glycogen 2%, GLA spleen mod 5%, Tau ThT inhib 2% and Tau fluor counter 0%.
`CC(Oc1ccc(Cl)cc1Cl)C(=O)NN=C1CCN(C)CC1` (stereo unspecified) gave aGlu spleen mod -8%, GAA inhib 5%, Tau FP inhib -9%, GAA glycogen -1%, GLA spleen mod -1%, Tau ThT inhib -6% and Tau fluor counter -3%.
For CCCC(=O)Nc1ccccc1N1CCN(C(=O)C(C)C)CC1 the results were aGlu spleen mod -14%, HTT ATP protect -16%[10 µM], GAA inhib -4%, Tau FP inhib -1%, GAA glycogen -1%, GLA spleen mod inconclusive, Tau ThT inhib 5% and Tau fluor counter 5%.
O=C1COc2ccc(C(=O)c3ccccc3)cc2CN1 was read as aGlu spleen mod -2%, HTT ATP protect -10%[0.074 µM], GAA inhib -9%, Tau FP inhib 2%, GAA glycogen -1%, GLA spleen mod 0%, Tau ThT inhib 4% and Tau fluor counter 0%.

Carrying on:
Screening Cc1[nH]c(=O)[nH]c(=O)c1S(=O)(=O)Nc1cccc(Cl)c1C returned Tau FP inhib 5%, GAA glycogen -12%[76.3 µM], Tau ThT inhib -1% and Tau fluor counter 1%.
For CCCCC(C(=O)NC(=O)NCc1ccccc1)N1C(=O)c2ccccc2C1=O (stereo unspecified) the results were aGlu spleen mod -3%, HTT ATP protect -13%[10 µM], GAA inhib -1%, Tau FP inhib 2%, GAA glycogen -13%, GLA spleen mod -1%, Tau ThT inhib -4% and Tau fluor counter -15%.
`CCOc1ccccc1-c1nc(CN(Cc2cnn(C)c2)C(C)C)c(C)o1` gave aGlu spleen mod 0%, HTT ATP protect 13%[10 µM], GAA inhib 7%, Tau FP inhib 0%, GAA glycogen 15%, GLA spleen mod 5%, Tau ThT inhib -5% and Tau fluor counter -3%.
Screening CCOC(=O)C1CCN(C(=O)c2cccnc2)CC1 returned aGlu spleen mod 6%, HTT ATP protect -1%, GAA inhib inconclusive, Tau FP inhib -3%, GAA glycogen 4%, GLA spleen mod 13%, Tau ThT inhib 1% and Tau fluor counter 2%.
Screening Cc1ccc(CNC(=O)C2CCN(c3nc4ccccc4n(C)c3=O)CC2)cc1 returned Tau FP inhib -5%, GAA glycogen 7%[76.3 µM], Tau ThT inhib -4% and Tau fluor counter -8%.
